Screens from PubChem.
TEAD-YAP inh: TEAD-YAP interaction inhibition, primary screen, TEAD-YAP interaction inhibitor project, luminescence, HEK-TIYL cells | TEAD-Gal4/YAP UAS-luciferase luminescence | actives 1.4% (n = 640,000) | inhibition, % at 9.12 µM | AID 1259422, 2018; in the data active = inhibition above about 32%;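 note: 0% = median of test compound wells and 100% = reference inhibitor wells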
FBW7 activator: FBW7 E3 ligase activators, primary screen, biochemical, AlphaScreen, human. AID 1259310, 2017. actives 0.13% (n = 650,000). AlphaScreen FBW7–phospho-cyclin E peptide binding, activator screen. F-box/WD repeat-containing protein 7 (Homo sapiens), Q969H0. normalized activity (activation), % at 26.1 µM; in the data active = normalized activity above about 1.9%;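 note: purified mutant Fbw7 with reduced substrate affinity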
GPR151 ag: activators of human GPR151, primary screen, cell-based, PathHunter beta-arrestin, luminescence. G-protein coupled receptor 151 (Homo sapiens), Q8TDV0. PathHunter beta-arrestin GPR151 cells. activation, % at 11.2 µM. actives 1% (n = 650,000); in the data active = activation above about 4.9%;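 note: 0% = median of compound wells and 100% = cells with positive control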
Target sequence (Q8TDV0 whole entry, looked up): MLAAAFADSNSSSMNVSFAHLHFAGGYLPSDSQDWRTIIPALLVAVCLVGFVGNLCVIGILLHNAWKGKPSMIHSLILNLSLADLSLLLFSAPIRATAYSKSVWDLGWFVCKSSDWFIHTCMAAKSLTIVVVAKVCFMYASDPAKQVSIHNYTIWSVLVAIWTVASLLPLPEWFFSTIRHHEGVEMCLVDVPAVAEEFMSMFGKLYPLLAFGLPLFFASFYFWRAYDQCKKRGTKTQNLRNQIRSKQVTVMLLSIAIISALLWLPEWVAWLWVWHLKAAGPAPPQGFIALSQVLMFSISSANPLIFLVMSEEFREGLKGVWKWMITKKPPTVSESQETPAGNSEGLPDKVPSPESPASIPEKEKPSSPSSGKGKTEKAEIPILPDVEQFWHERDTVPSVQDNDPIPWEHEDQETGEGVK
MITF primary: MITF inhibitors, primary screen, biochemical, AlphaScreen, human; actives 0.91% (n = 650,000); inhibition, % at 2.6 µM; Microphthalmia-associated transcription factor (Homo sapiens), O75030; AlphaScreen MITF homodimerization, bead proximity signal; AID 1259374, 2018; in the data active = inhibition above about 50%;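 note: 0% = vehicle wells with protein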
Target sequence (O75030 whole entry, looked up): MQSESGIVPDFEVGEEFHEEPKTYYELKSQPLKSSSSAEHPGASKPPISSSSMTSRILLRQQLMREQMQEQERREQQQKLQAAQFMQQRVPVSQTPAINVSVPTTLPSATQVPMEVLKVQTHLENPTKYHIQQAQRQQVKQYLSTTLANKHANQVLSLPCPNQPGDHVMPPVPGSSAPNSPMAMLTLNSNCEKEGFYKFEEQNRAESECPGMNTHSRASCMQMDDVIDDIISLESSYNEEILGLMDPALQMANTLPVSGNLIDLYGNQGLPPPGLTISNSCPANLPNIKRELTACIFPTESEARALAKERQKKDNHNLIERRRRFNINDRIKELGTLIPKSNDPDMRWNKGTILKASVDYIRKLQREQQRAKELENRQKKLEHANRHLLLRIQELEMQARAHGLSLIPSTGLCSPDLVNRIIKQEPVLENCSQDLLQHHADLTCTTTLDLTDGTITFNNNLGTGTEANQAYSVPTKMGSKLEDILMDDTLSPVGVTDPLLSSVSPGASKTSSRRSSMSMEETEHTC
* = called active by the depositor; x = not tested or not shown.

SMILES | TEAD-YAP inh | FBW7 activator | GPR151 ag | MITF primary
CCN(CCCNC(=O)c1cn(C)c(=O)c2c1c1ccccc1n2C)c1cccc(C)c1 | 4 | 0.0 | 0.6 | 8
Cc1cc(-n2c(SCC(=O)N3CCC(C)CC3)nc3n[nH]c(C)c3c2=N)ccc1Cl | -7 | -0.1 | 0.3 | 2
O=C(CCCN1C(=O)c2cccc3cccc(c23)C1=O)NC1CCS(=O)(=O)C1 (stereo not drawn) | 5 | 0.1 | 0.4 | 10
Cc1cc(NS(=O)(=O)c2ccc(NC(=S)NC(=O)C3CCCCC3)cc2)no1 | -4 | 0.0 | -1.1 | -21
CC(Oc1ccccc1)C(=O)Nc1ccccc1C(=O)O (stereo not drawn) | -2 | -0.1 | -0.8 | 5
CCCCNC(=O)NC(=O)c1c(Cl)cc(Cl)nc1Cl | -3 | -0.1 | 0.7 | -7
COc1cccc(CNC(=O)Nc2ccc(-c3cn[nH]c3)cc2C(=O)N(C)C)c1 | 2 | 0.8 | -0.4 | 17
CC(=O)c1ccc(NS(=O)(=O)c2cc(OCC(N)=O)c(C)cc2Cl)cc1 | -7 | 0.0 | -0.9 | 21
COc1cc(/C=N/Nc2nc(C)cc(=O)[nH]2)ccc1OCc1ccc(F)cc1 | -6 | 0.1 | 0.0 | 2
COc1cccc2c1OC(c1ccccc1)C([N+](=O)[O-])=C2 (stereo not drawn) | 0 | 0.2 | 0.4 | 9
O=C(O)CCCC(=O)Nc1nc(-c2ccc(Cl)c(Cl)c2)cs1 | 4 | 0.1 | 2.9 | 18
Cc1ccc(-c2nnc(Nc3ccc(Cl)cc3)c3ccccc23)cc1 | 0 | 0.0 | 1.5 | -2
O=C(O)CCC(=O)Nc1ccc(Cl)cc1C(=O)c1ccccc1 | -3 | -0.1 | 1.6 | 7
COc1ccc(CCNC(=O)c2cn(C)nc2C)cc1OC | 6 | 0.3 | 0.5 | -1
Cc1c(C(=O)OC2CC(C)CCC2C(C)C)sc2ncn(Cc3ccccc3Cl)c(=O)c12 (stereo not drawn) | -2 | -0.1 | -0.1 | 5
CC(C)C[C@@H]1NC(=O)[C@H]2CN(C(=O)c3cccc(Cl)c3)CCN2C1=O | -9 | -0.3 | 0.2 | -8
CCc1nc2sc(C(c3ccccc3Cl)N3CCN(C(C)=O)CC3)c(O)n2n1 (stereo not drawn) | -4 | 0.2 | -0.3 | 11
CCOc1ccccc1NC(=O)c1cc(S(=O)(=O)NC2CCCCC2C)ccc1F (stereo not drawn) | -11 | 0.0 | 1.1 | 1
CC1(C)OC(=O)S/C1=C\C#N | -2 | -0.2 | -0.1 | 3
CCOC(=O)C1(Cc2ccc(OC)cc2)CCN(C(=O)CSc2ccncc2)CC1 | -10 | 0.1 | -1.2 | 6

A stretch from further up, as a working copy:
SMILES | TEAD-YAP inh | FBW7 activator | GPR151 ag | MITF primary
CCOc1ccccc1NC(=O)c1cc(S(=O)(=O)NC2CCCCC2C)ccc1F (stereo not drawn) | -11 | 0.0 | 1.1 | 1
CC1(C)OC(=O)S/C1=C\C#N | -2 | -0.2 | -0.1 | 3
CCOC(=O)C1(Cc2ccc(OC)cc2)CCN(C(=O)CSc2ccncc2)CC1 | -10 | 0.1 | -1.2 | 6

Additional compounds:
SMILES | TEAD-YAP inh | FBW7 activator | GPR151 ag | MITF primary
CSc1ccc(S(=O)(=O)N2CCN(c3ccc([N+](=O)[O-])c(NC(C)c4ccccc4)c3)CC2)cc1 (stereo not drawn) | -3 | 0.0 | 0.1 | -2
C=CCNCc1cc(Br)c(OCC=C)c(OC)c1 | 20 | 0.6 | 0.3 | 23
CCN(CC)C(=O)CN1C(=O)S/C(=C\c2ccccc2)C1=O | -7 | 0.0 | 0.4 | -15
C[C@@H]1NC(=O)[C@H]2CN(C(=O)Oc3ccc(F)cc3)CCN2C1=O | 2 | -0.1 | 1.7 | -6
CC(=O)c1ccc(NC(=O)CCCC(=O)Nc2ccc(C(C)=O)cc2)cc1 | -22 | -0.1 | 0.9 | -1
CCOC(=O)COc1cc(Cl)c(C2NC(=S)NC(C)=C2C(=O)OCC)cc1OC (stereo not drawn) | -2 | -0.1 | 1.6 | 1
O=C(Cn1nc(C(=O)N2CCOCC2)cc1C1CC1)Nc1ccc(Cl)c(Cl)c1 | -48 | -0.1 | -1.6 | 4
C=C(C)c1cccc(C(C)(C)NC(=O)N(Cc2ccccc2)Cc2ccco2)c1 | 0 | 0.1 | 0.0 | 9
N=C1/C(=C/c2cccn2Cc2ccccc2Cl)C(=O)N=C2SC=CN12 | 2 | -0.1 | -1.2 | 4
COc1ccc(OC)c(/C=C2\N=C(c3ccccc3F)OC2=O)c1 | -4 | 0.0 | 0.2 | -7
Cc1ccc(C)c(S(=O)(=O)Nc2ccc3oc(C)c(C(=O)O)c3c2)c1 | 3 | 0.6 | -0.9 | 38
COc1ccc(C(=O)N(CN2CCCC2=O)c2cc(C)on2)cc1OC | -9 | -0.1 | -0.1 | 0
COc1ccccc1CN1CCN(C(=O)c2ccccc2)CC1 | 8 | 0.1 | -0.3 | 60*
Cc1nc([N+](=O)[O-])c(Br)n1CC(=O)c1ccc(Br)cc1 | 27 | -0.1 | -0.7 | -6
Cc1nc(N2CCCC2C(=O)NCC2CC3C=CC2C32CC2)nc2ccccc12 (stereo not drawn) | 4 | 0.1 | 3.7 | 1
O=S(=O)(c1ccc2c(c1)OCCO2)N1CCN(C2CCCCCC2)CC1 | 3 | 0.0 | -0.5 | 12
CCc1nc2ccccc2nc1CC | 18 | 0.3 | 0.4 | -1
CCOc1ccc(-c2c(C#N)c(N)nc(SCC(=O)c3ccc(OC)cc3)c2C#N)cc1 | 2 | -0.1 | 0.3 | 1
O=C(O)c1ccccc1-c1ccccc1C(=O)Nc1ccc(-c2nc3ccccc3o2)cc1 | -9 | -0.3 | -0.3 | 4
COC(=O)c1ccc(NC(=O)c2ccc(OC)c(Cl)c2)cc1 | -10 | 0.0 | 1.2 | 2
O=c1c2ccccc2ncn1CCCOc1ccc(Cl)cc1 | -46 | -0.1 | -1.4 | -2
O=C(CCC(=O)c1ccc(Cl)cc1)Nc1ccccc1F | -10 | -0.2 | -0.9 | -7
CCOC(=O)C1=NO[C@@]2(C=C(Br)C3(OCCCO3)[C@H]3O[C@H]32)C1 | x | 0.7 | -0.8 | -3
COc1ccc(CCn2nnnc2CN2CCN(C3CCCC3)CC2)cc1OC | -2 | 0.1 | 0.0 | -2
Cn1c(Nc2nc3ncnc(NCc4ccccc4)c3[nH]2)nc2ccccc21 | 2 | -0.2 | -2.0 | 9
COc1cc(NC(=O)CSc2nnc(-c3ccc([N+](=O)[O-])cc3)o2)cc(OC)c1OC | -1 | 0.2 | 0.7 | 3
CC(C)N(CCNc1cc(Cl)ncn1)C(C)C | -8 | 0.3 | -1.3 | 13
COCc1cc(C)nc2sc3c(=O)n(-c4ccccc4[N+](=O)[O-])nnc3c12 | 4 | 0.0 | 0.8 | 1
O=C(c1cc2n(n1)C(C(F)(F)F)CC(c1ccccc1)N2)N1CCCc2ccccc21 (stereo not drawn) | -1 | 0.1 | -0.6 | -6
CN(CCc1ccccn1)C(=O)c1cc2c(=O)oc3ccccc3c2s1 | -5 | 0.0 | -0.3 | -14
CCn1c(-c2ccc(F)cc2)csc1=Nc1cc(OC)c(Cl)cc1OC | 33* | -0.5 | 2.0 | 28
CC(c1ccccc1F)n1cc(C(=O)NCCCN2CCOCC2)nn1 (stereo not drawn) | -8 | -0.1 | 0.2 | -12
CCN(CC)CC(O)Cn1c2c(c3ccccc31)CCN(C)C2=O (stereo not drawn) | 9 | 0.0 | 2.3 | -2
O=C(CSc1nnnn1-c1ccccc1F)N1CCc2ccccc21 | -2 | -0.1 | -0.1 | 8
O=C(NC1CCCCC1N1C(=O)CSC1=O)C1c2ccccc2Oc2ccccc21 (stereo not drawn) | 2 | 0.0 | 0.0 | -8
c1ccc(OCc2cn3cccnc3n2)cc1 | -16 | 0.0 | -1.5 | -6
COc1ccc(CN2CCNC(=O)C2CC(=O)N2CCCCCC2)c(C)c1C (stereo not drawn) | -10 | 0.3 | -1.1 | 14
O=C(CSc1ncccn1)Nc1ncc(Cc2cccc3ccccc23)s1 | -8 | 0.3 | -0.4 | 4
O=C(Nc1ccc(I)cc1)C1COc2ccccc2O1 (stereo not drawn) | -31 | -0.1 | -0.8 | 4
O=C(Nc1ccc2ccccc2c1)C1CC(=O)N(c2ccc(Br)cc2)C1 (stereo not drawn) | -1 | 0.0 | -0.5 | 17

Single entries from the list:
CC(c1ccccc1F)n1cc(C(=O)NCCCN2CCOCC2)nn1 (stereo not drawn) – TEAD-YAP inh = -8
CCN(CC)CC(O)Cn1c2c(c3ccccc31)CCN(C)C2=O (stereo not drawn) – GPR151 ag = 2.3

(list continues)
SMILES | TEAD-YAP inh | FBW7 activator | GPR151 ag | MITF primary
Nc1ccccc1C(=O)Nc1ccc(C(=O)O)cc1 | 13 | 0.1 | -4.7 | -1
COc1cc(Nc2ncnc3nc(-c4ccc(C(=O)NC5CC5)cc4)[nH]c23)cc(OC)c1OC | 13 | -0.3 | -2.9 | 9
Cn1c(=O)c2c(nc(N3CCN(CCO)CC3)n2Cc2cccc3ccccc23)n(C)c1=O | 4 | -0.2 | 0.3 | 18
COc1ccc(NCC(O)Cn2c3ccccc3c3ccccc32)c(OC)c1 (stereo not drawn) | -2 | -0.1 | -1.2 | 16
Cc1ccc(NC(=O)C2C3C=CC4(O3)C2C(=O)N(C(C)CCc2ccccc2)C4C(=O)NC2CCCCC2)cc1Cl (stereo not drawn) | 2 | 0.1 | 0.0 | 9
Oc1ccc(/C=N/c2nc3ccccc3s2)cc1 | -3 | 0.0 | -2.2 | 1
O=C1N[C@@H](Cc2c[nH]c3ccccc23)C(=O)N2C[C@@H](NCc3cc(F)ccc3F)C[C@@H]12 | 4 | 0.1 | 0.3 | -12
Cc1c(Cl)cccc1NC(=S)N1CCC(N(C)CCN2CCOCC2)CC1 | -4 | -0.1 | 0.4 | -4
NC(=O)COC(=O)c1cn(-c2ccccc2)nc1-c1cccs1 | -3 | -0.1 | -1.1 | 2
O=C(Nc1cc2cc(Cl)ccc2oc1=O)c1ccc(-c2ccccc2)cc1 | 7 | 0.0 | -0.7 | 12
Cn1c(N2CCCC(C(=O)Nc3ccc(N4CCOCC4)cc3)C2)nc2ccccc21 (stereo not drawn) | -5 | -0.1 | -0.6 | -5
O=C(Nc1ccc(S(=O)(=O)Nc2nccs2)cc1)c1ccc(Br)cc1F | -3 | -0.2 | 1.0 | -4
CCOc1ccc(-c2cc(=O)c3cc(NC(=O)c4cccnc4)ccc3o2)cc1 | -19 | 0.1 | 0.5 | -3
Cc1cccc(NC(=O)Cc2ccccc2)c1N1CCC2(CC1)OCCO2 | -7 | -0.1 | 1.1 | -1
COc1cc(C2C(C(=O)OCC3CCCO3)=C(C)NC3=C2C(=O)CC(C)(C)C3)ccc1O (stereo not drawn) | -4 | -0.3 | 0.5 | -4
CCN1C(=O)/C(=C\c2cc(C)n(-c3ccccc3C)c2C)C(C(=O)OC)=C1C | -14 | 0.3 | 0.8 | 17
CCOC(=O)/C=C1\CCC(C=O)=C1N1CCOCC1 | 5 | 0.0 | 1.0 | 17
COc1cccc(N(CC(=O)NCCSC(C)(C)C)S(=O)(=O)c2ccccc2)c1 | -3 | -0.2 | -1.6 | -9
Cc1ccc(-c2cn3cccnc3n2)cc1NS(=O)(=O)c1ccc(F)cc1 | 1 | 0.1 | 0.0 | -6
Cc1nc2ccccc2n1CCc1noc(-c2ccco2)n1 | -1 | -0.1 | 2.7 | -1

Quoted at random: 6 compounds from above.
SMILES | TEAD-YAP inh | FBW7 activator | GPR151 ag | MITF primary
O=C(Nc1ccc2ccccc2c1)C1CC(=O)N(c2ccc(Br)cc2)C1 (stereo not drawn) | -1 | 0.0 | -0.5 | 17
Cn1c(N2CCCC(C(=O)Nc3ccc(N4CCOCC4)cc3)C2)nc2ccccc21 (stereo not drawn) | -5 | -0.1 | -0.6 | -5
O=C(CCC(=O)c1ccc(Cl)cc1)Nc1ccccc1F | -10 | -0.2 | -0.9 | -7
O=C(CCCN1C(=O)c2cccc3cccc(c23)C1=O)NC1CCS(=O)(=O)C1 (stereo not drawn) | 5 | 0.1 | 0.4 | 10
O=C(O)CCC(=O)Nc1ccc(Cl)cc1C(=O)c1ccccc1 | -3 | -0.1 | 1.6 | 7
O=C(O)CCCC(=O)Nc1nc(-c2ccc(Cl)c(Cl)c2)cs1 | 4 | 0.1 | 2.9 | 18
